BRCT PPI green: qHTS Assay for Inhibitors of BRCT-Phosphoprotein Interaction (Green Fluorophore); Breast cancer type 1 susceptibility protein (Homo sapiens), P38398; BRCA1 BRCT-phosphopeptide binding, green fluorescence polarization; Potency, µM (series often up to 76.9 µM), inactives show top-dose activity change, negative = inhibition, most hits filed as inhibitors; 75,000 tested, 0.05% active; AID 875, 2007;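 also: potency is read from the fitted curve at half-maximal effect; plate controls were peptide without protein for full effect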
Target sequence (P38398 whole entry, looked up): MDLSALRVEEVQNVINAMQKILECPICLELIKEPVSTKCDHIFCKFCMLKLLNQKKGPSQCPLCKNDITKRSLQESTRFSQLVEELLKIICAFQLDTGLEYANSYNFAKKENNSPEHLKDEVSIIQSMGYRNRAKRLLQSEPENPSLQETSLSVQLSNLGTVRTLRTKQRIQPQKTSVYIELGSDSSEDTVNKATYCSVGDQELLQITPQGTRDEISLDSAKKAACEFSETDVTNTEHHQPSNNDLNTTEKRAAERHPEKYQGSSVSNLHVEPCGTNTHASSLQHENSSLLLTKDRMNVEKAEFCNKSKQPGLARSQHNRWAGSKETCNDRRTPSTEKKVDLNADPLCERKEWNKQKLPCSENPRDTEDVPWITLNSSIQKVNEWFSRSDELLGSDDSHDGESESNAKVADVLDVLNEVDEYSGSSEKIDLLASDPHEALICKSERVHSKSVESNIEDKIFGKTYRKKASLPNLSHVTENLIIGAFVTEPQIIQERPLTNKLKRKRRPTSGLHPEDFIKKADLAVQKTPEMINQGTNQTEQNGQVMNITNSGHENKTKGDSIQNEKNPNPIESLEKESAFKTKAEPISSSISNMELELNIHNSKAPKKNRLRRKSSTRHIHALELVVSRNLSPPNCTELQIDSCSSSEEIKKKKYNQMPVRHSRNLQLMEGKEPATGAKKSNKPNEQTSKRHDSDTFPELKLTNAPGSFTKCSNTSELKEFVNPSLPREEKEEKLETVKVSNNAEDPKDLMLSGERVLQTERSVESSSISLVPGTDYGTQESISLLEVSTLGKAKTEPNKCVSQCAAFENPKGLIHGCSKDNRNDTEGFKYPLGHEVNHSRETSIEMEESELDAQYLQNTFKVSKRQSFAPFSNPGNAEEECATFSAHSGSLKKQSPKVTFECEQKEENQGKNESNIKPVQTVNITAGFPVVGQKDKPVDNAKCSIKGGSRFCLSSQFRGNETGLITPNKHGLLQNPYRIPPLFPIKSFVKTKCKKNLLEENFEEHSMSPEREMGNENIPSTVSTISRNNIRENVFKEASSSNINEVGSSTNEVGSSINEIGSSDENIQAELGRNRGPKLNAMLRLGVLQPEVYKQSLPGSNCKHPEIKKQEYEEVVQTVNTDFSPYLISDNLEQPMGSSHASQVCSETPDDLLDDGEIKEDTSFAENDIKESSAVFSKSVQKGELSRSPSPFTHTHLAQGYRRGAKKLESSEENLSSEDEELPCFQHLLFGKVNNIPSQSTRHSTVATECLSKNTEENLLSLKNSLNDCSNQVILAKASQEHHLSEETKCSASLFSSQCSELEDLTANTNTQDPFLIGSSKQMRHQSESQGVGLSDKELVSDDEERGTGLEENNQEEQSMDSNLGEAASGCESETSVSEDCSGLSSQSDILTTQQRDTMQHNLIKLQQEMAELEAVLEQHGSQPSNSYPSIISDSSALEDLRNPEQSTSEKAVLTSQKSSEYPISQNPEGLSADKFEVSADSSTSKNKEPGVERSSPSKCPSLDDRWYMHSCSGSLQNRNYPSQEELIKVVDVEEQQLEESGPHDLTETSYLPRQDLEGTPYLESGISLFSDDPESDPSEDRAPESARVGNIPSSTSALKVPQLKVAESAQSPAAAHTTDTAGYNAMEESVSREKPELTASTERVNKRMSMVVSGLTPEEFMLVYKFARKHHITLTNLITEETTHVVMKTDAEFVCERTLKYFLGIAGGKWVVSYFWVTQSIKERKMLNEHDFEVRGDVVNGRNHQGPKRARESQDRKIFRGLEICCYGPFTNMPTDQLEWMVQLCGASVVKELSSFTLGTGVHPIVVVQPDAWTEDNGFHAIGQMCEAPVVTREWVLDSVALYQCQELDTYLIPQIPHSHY
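Compounds were incubated for 12 min at room temperature with a complex of 100 nM fluorescein-tagged pBACH1 decapeptide and 250 nM His-tagged BRCT protein. Buffer was phosphate pH 7.3 with EDTA, DTT and Tween 20. Disruption of binding lowers the polarization signal.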
BRCT PPI red: qHTS Assay for Inhibitors of BRCT-Phosphoprotein Interaction (Red Fluorophore) | BRCT-phosphopeptide binding, red fluorescence polarization | Potency, µM (highest dose often 76.9 µM), inactives show top-dose activity change, negative = inhibition, hits mostly inhibitors | 75,000 tested, 0.03% active | AID 892, 2007; also: % is scaled to controls: 0 for no effect and ±100 for the full control effect
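Fluorescence polarization: 100 nM His-tagged BRCA1 BRCT with 100 nM TAMRA-labelled phospho-BACH1 decapeptide, phosphate buffer pH 7.3 with 150 mM NaCl, DTT, 0.01% Tween 20; 12 min RT. Binding inhibition seen as FP decrease.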
Pol III holo inh: qHTS Assay for Inhibitors of DNA Polymerase III Holoenzyme System; AID 603, 2007; 71,000 tested, 0.25% active; reconstituted DNA polymerase III holoenzyme replication, biochemical; Potency, µM (highest dose often 57.1 µM), for the others: top-dose activity change, negative = inhibition; also: potency is read from the fitted curve at half-maximal effect; % is scaled to controls: 0 for no effect and ±100 for the full control effect
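Reconstituted *E. coli* holoenzyme (0.35 nM Pol III, 1 nM beta, 154 nM SSB, 2 nM primase) was preincubated with compound for 15 min at RT. Synthesis on 1.4 nM ssM13Gori ran 35 min, then was stopped with PicoGreen/EDTA and read as dsDNA fluorescence.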
USP2a inh: qHTS Assay for Inhibitors of Ubiquitin-specific Protease USP2a; Potency, µM (titrated, usually from 38.3 µM), inactives show top-dose activity change, negative = inhibition, usual class: inhibitors; 60,000 tested, 0.1% active; USP2a enzymatic assay, qHTS inhibition; AID 927, 2007; Ubiquitin carboxyl-terminal hydrolase 2 (Homo sapiens), O75604;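 also: potency is read from the fitted curve at half-maximal effect; nearly all actives have a fitted effect of over 60% in size; plate controls were DMSO for no effect and NEM full inhibition control for full effect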
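Inhibition is measured in a cell-free coupled assay with 20 nM USP2 core, 20 nM Ub-PLA2 and 20 uM NBD C6-HPC, 2.5 h incubation. Activity normalized to NEM control.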
Ub-GFP proteasome: Ubiquitin-GFP Assay; Ubiquitin-GFP reporter cells, proteasome inhibition, GFP fluorescence; response scale: untreated = 0%, 10 µM MG-132 = 100%; Potency, µM (titrated, usually from 45.9 µM), inactives show at the top dose activation (GFP accumulation), most hits filed as activators; 67,000 tested, under 10 active; active = well fitted activation curve with a large enough effect, not every such curve was filed as active; inconclusive = small, poorly fitted or top-dose-only effect, or another doubt; inactive = no such curve, though single readings can be large or run the other way; also: potency is read from the fitted curve at half-maximal effect
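U2OS cells stably expressing ubiquitin(G76V)-GFP, seeded overnight in 0.5% FBS medium, were exposed to compounds (qHTS, 46 uM to 2.9 nM) for 4 hr at 37 °C. GFP-positive cells were counted by laser cytometry (488 ex/515 em), normalized between basal and 10 uM MG-132.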
HADH2 inh: qHTS Assay for Inhibitors of HADH2 (Hydroxyacyl-Coenzyme A Dehydrogenase, Type II). 3-hydroxyacyl-CoA dehydrogenase type-2 (Homo sapiens), Q99714. recombinant HADH2, NADH fluorescence, beta-hydroxybutyryl-CoA. Potency, µM (series often up to 57.1 µM), inactives show at the highest dose activity change, negative = inhibition, most hits filed as inhibitors. 73,000 tested, 3.4% active. AID 886, 2007; also: potency is read from the fitted curve at half-maximal effect; % is scaled to controls: 0 for no effect and ±100 for the full control effect; nearly all actives have a fitted effect of over 60% in size; many of its hits are not listed in these tables
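NADH fluorescence (ex 360/em 450 nm) read every 30 s for 4 min; activity taken as last-minus-first time point difference. Enzyme 20 nM, NAD+ 1 mM, beta-hydroxybutyryl-CoA 90 uM, pH 9.0 Tris buffer.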
HBB splicing: qHTS Assay for Modulators of Hemoglobin Beta Chain Splicing; 65,000 tested, 0.06% active; Potency, µM (doses to about 46.1 µM), for inactives: top-dose activation, hits mostly activators; HBB splicing reporter cell assay, activation; EGFP reporter with mutant IVS2-654 intron; response scale: normalised to 500 nM splice-correcting PNA; AID 925, 2007; also: potency is read from the fitted curve at half-maximal effect; 0% is about no effect
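Compounds were applied for 2 days to HeLa EGFP-654 cells, 500/well in Optimem with 2% FCS. The reporter's EGFP is disrupted by mis-splicing of beta-globin intron IVS2-654. Readout: summed well GFP fluorescence from 488 nm laser scanning; reference was 500 nM antisense […] 654 PNA.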
GFP derepression: qHTS Assay for Epigenetic Modulators; Potency, µM (highest dose often 46.1 µM), without a hit: at the top dose GFP derepression (activation); mouse C127i GFP locus derepression, cytometry, 30 h; 68,000 tested, 0.09% active; also: % of control where 0% means no effect
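Murine C127i mammary cells carrying a silenced, stably integrated CMV-driven GFP reporter were treated with compound for 30 hours at 37 C. After PBS washes, GFP-positive cells were counted by laser-scanning microplate cytometry.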
CRE-bla Fsk: Cell signaling CRE-BLA (Fsk stim). Potency, µM (series often up to 38.2 µM), for inactives: at the highest dose activity change, negative = inhibition, most hits filed as activators. CHO CRE-bla reporter (cAMP response element driving beta-lactamase), forskolin EC10, beta-lactamase ratio. 71,000 tested, 2.5% active; active = well fitted activation curve with a large enough effect in the signal ratio, with a control signal flat, not every such curve was filed as active; inconclusive = small, poorly fitted or top-dose-only effect, or effect the other way, or a change in a side signal; the % refers to the signal ratio; also: potency is read from the fitted curve at half-maximal effect; % of control where 0% means no effect
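The 460nm/530nm emission ratio after CCF4 loading defined %Activity, from which AC50 values were obtained. CRE-bla CHO cells received compound dilution series together with an EC10 level of NKH 477 for 3 hours at 37 degrees Celsius.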
15-hLO inh: qHTS Assay for Inhibitors of 15-hLO (15-human lipoxygenase) | Polyunsaturated fatty acid lipoxygenase ALOX15 (Homo sapiens), P16050 | purified 15hLO-1, xylenol orange hydroperoxide absorbance | Potency, µM (doses to about 57.1 µM), for the others: at the highest dose activity change, negative = inhibition, usual class: inhibitors | 74,000 tested, 1.4% active; also: potency is read from the fitted curve at half-maximal effect; % is scaled to controls: 0 for no effect and ±100 for the full control effect; nearly all actives have a fitted effect of over 55% in size
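Quantitative HTS in 25 mM Hepes pH 7.5 containing 0.01% Triton X-100: human 15hLO-1 at 40 nM, arachidonic acid at 50 uM, 6 min turnover. Product quantified via ferrous oxidation/xylenol orange, 573:405 nm absorbance ratio.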
Hsp90 Hop PPI: qHTS Assay for Disrupters of an Hsp90 Co-Chaperone Interaction; 71,000 tested, 0.44% active; AlphaScreen TPR2A-His6 binding biotin-Hsp90 C-terminal peptide; Potency, µM (titrated, usually from 57 µM), without a hit: at the highest dose activity change, negative = inhibition; active = well fitted curve in either direction with a large enough effect; inconclusive = small, poorly fitted or top-dose-only effect, or another doubt; also: potency is read from the fitted curve at half-maximal effect; % is scaled to controls: 0 for no effect and ±100 for the full control effect; many of its hits are not listed in these tables
Numbers without * were called inactive; [ ] = dose if it differs, or a comment. Unless noted, calls follow the shape of the dose curve; as a rule, active = well fitted curve in the direction sought with a large enough effect; inconclusive = small, poorly fitted or top-dose-only effect, or another doubt; inactive = no such curve, though single readings can be large; an effect the other way counts as inactive or inconclusive. An excerpt; the hit share may differ from the screen's.

How did O=C(c1ccc(Cl)c(Cl)c1)N1CCOCC1 do in these assays?
BRCT PPI green: -1.2%; BRCT PPI red: 0.9%; Pol III holo inh: 0%; USP2a inh: -3%; Ub-GFP proteasome: 0%; HADH2 inh: 20%; GFP derepression: 2%; CRE-bla Fsk: -2%; 15-hLO inh: 15%; Hsp90 Hop PPI: 0%

What do the screens show for `CCOC(=O)C1=C(C)N(CCO)C(=O)NC1c1ccccc1` (configuration not stated)?
BRCT PPI green: -2.5%; BRCT PPI red: -0.2%; Pol III holo inh: 4%; USP2a inh: 2%; HADH2 inh: 4%; HBB splicing: -0.5%[0.369 µM]; GFP derepression: 0%; CRE-bla Fsk: -14%; 15-hLO inh: 10%; Hsp90 Hop PPI: 1%

What do the screens show for `COc1ccc2c(c1)CC(C1(O)C(=O)N(C)c3ccccc31)C2=O` (configuration not stated)?
BRCT PPI green: 0.0%; BRCT PPI red: -0.2%; Pol III holo inh: 2%; USP2a inh: 1%; Ub-GFP proteasome: 2%; HADH2 inh: 7%; HBB splicing: -1.0%[9.22 µM]; GFP derepression: 4%; CRE-bla Fsk: -4%; 15-hLO inh: 11%; Hsp90 Hop PPI: -3%

Results for COc1ccc(S(=O)(=O)Nc2ccc3c(c2)COC3=O)cc1OC ?
BRCT PPI green: -1.1%; BRCT PPI red: 0.3%; Pol III holo inh: 0%; USP2a inh: -9%; Ub-GFP proteasome: 4%; HADH2 inh: -25%; HBB splicing: -0.8%; GFP derepression: 0%; CRE-bla Fsk: -3%; 15-hLO inh: 3%; Hsp90 Hop PPI: -3%

What do the screens show for `CC(CN1c2ccccc2Sc2ccccc21)N(C)C` (configuration not stated)?
BRCT PPI green: -0.3%[3.08 µM]; BRCT PPI red: 1.0%; USP2a inh: 4%; GFP derepression: -4%[20.6 µM]; 15-hLO inh: -19%

How did Cc1cc(NC(=O)c2cnn3cccnc23)n(-c2ccccc2)n1 do in these assays?
BRCT PPI green: 1.7%; BRCT PPI red: -5.9%; Pol III holo inh: -7%; USP2a inh: 8%; Ub-GFP proteasome: -5%; HADH2 inh: 6%; HBB splicing: 2.7%; GFP derepression: 0%; CRE-bla Fsk: inconclusive; 15-hLO inh: -4%; Hsp90 Hop PPI: -14%

What do the screens show for `COc1ccc2nc(NC(=O)Cn3cnc4c(=O)n(C)c(=O)n(C)c43)sc2c1`?
BRCT PPI green: -0.8%; BRCT PPI red: -2.2%; Pol III holo inh: -11%; USP2a inh: 15%; Ub-GFP proteasome: 4%; HADH2 inh: -10%; HBB splicing: -1.5%; GFP derepression: 0%; CRE-bla Fsk: inconclusive; 15-hLO inh: 2%; Hsp90 Hop PPI: -14%

How did Cc1ccc(C(=O)Cn2nnc(-c3ccccc3-n3cnnn3)n2)cc1 do in these assays?
BRCT PPI green: -0.7%; BRCT PPI red: -0.9%; Pol III holo inh: -3%; USP2a inh: 24%; Ub-GFP proteasome: -7%; HADH2 inh: 13%; GFP derepression: -1%; CRE-bla Fsk: -3%; 15-hLO inh: -1%; Hsp90 Hop PPI: inconclusive

Results for N#CC1=C(SCC(=O)NC2CC2)NC(=O)C(C#N)C12CCCCC2 (configuration not stated) ?
BRCT PPI green: -1.5%; BRCT PPI red: -1.2%; Pol III holo inh: -2%; USP2a inh: 7%; Ub-GFP proteasome: 7%; HADH2 inh: -8%; HBB splicing: 3.7%[1.84 µM]; GFP derepression: -2%; CRE-bla Fsk: 13%; 15-hLO inh: -10%; Hsp90 Hop PPI: 2%

How did COc1ccc(NC(C)=O)cc1NC(=O)CSc1nnc(-c2ccccc2)n1N do in these assays?
BRCT PPI green: -1.4%; BRCT PPI red: -1.1%; Pol III holo inh: -2%; USP2a inh: 0%; Ub-GFP proteasome: -6%; HADH2 inh: -10%; HBB splicing: -0.4%; GFP derepression: -3%; CRE-bla Fsk: -7%; 15-hLO inh: -1%; Hsp90 Hop PPI: -4%

How did CCn1c(CCNC(=O)c2cccs2)nnc1SCC(=O)c1ccc(OC)cc1 do in these assays?
BRCT PPI green: 0.4%; BRCT PPI red: -0.9%; Pol III holo inh: -13%; USP2a inh: -4%; Ub-GFP proteasome: -5%; HADH2 inh: inconclusive; HBB splicing: 0.4%; GFP derepression: -3%; CRE-bla Fsk: -16%; 15-hLO inh: inconclusive; Hsp90 Hop PPI: inconclusive

What do the screens show for `O=c1c2ccccc2nnn1CSc1nnc(Nc2ccccc2)s1`?
BRCT PPI green: -2.9%; BRCT PPI red: -0.4%; Pol III holo inh: -6%; USP2a inh: -3%; Ub-GFP proteasome: -1%; HADH2 inh: -14%; HBB splicing: -0.1%[57.5 µM]; GFP derepression: 3%; CRE-bla Fsk: 2%; 15-hLO inh: -27%; Hsp90 Hop PPI: -2%

How did Cn1c(C(C#N)C(=O)Cc2cccc3ccccc23)nc2ccccc21 (configuration not stated) do in these assays?
BRCT PPI green: -0.3%; BRCT PPI red: 0.5%; Pol III holo inh: 10%; USP2a inh: 6%; Ub-GFP proteasome: -11%; HADH2 inh: 0%; HBB splicing: 4.9%; GFP derepression: -2%; CRE-bla Fsk: inconclusive; 15-hLO inh: 11%; Hsp90 Hop PPI: -6%

How did CCCCCOc1ccc(C(=O)NC(CCC)C(=O)O)cc1 (configuration not stated) do in these assays?
BRCT PPI green: -2.6%; BRCT PPI red: -3.8%; Pol III holo inh: -8%; USP2a inh: 16%; Ub-GFP proteasome: -2%; HADH2 inh: 2%; HBB splicing: 2.7%; GFP derepression: 0%; CRE-bla Fsk: -9%; 15-hLO inh: -18%; Hsp90 Hop PPI: -3%

What do the screens show for `COC(=O)[C@@]1(Cc2ccc(F)cc2)[C@@H]2C(=CC(=O)[C@H]2CC(=O)C(=O)N2CCCC2)CN1C(=O)c1ccccc1`?
BRCT PPI green: 2.8%; BRCT PPI red: 0.0%; Pol III holo inh: -6%; HADH2 inh: -13%; HBB splicing: 0.1%; CRE-bla Fsk: inconclusive; Hsp90 Hop PPI: -8%

What do the screens show for `COC(=O)c1[nH]c(C)c(/C(O)=C2\C(=O)C(=O)N(CCN(C)C)C2c2cccc(OC)c2OC)c1C` (configuration not stated)?
BRCT PPI green: -1.0%; BRCT PPI red: -2.3%; Pol III holo inh: -4%; USP2a inh: -4%; Ub-GFP proteasome: -5%; HADH2 inh: -8%; HBB splicing: -0.3%[57.5 µM]; GFP derepression: 0%; CRE-bla Fsk: 7%; 15-hLO inh: 5%; Hsp90 Hop PPI: -3%

Results for Cc1ccc(NC(=O)CN(C)S(=O)(=O)c2cccc3nsnc23)cc1 ?
BRCT PPI green: -5.6%; BRCT PPI red: -0.3%; Pol III holo inh: 0%; USP2a inh: 1%; Ub-GFP proteasome: -2%; HADH2 inh: -1%; HBB splicing: 6.0%; GFP derepression: -2%; CRE-bla Fsk: inconclusive; 15-hLO inh: -1%; Hsp90 Hop PPI: 2%

What do the screens show for `O=C(NCCc1csc(-c2cccnc2)n1)c1cccs1`?
BRCT PPI green: -1.2%; BRCT PPI red: 0.5%; Pol III holo inh: -6%; Ub-GFP proteasome: -1%; HADH2 inh: -5%; HBB splicing: 0.0%; CRE-bla Fsk: 2%; 15-hLO inh: -13%; Hsp90 Hop PPI: 0%
